CYP2C19 act – human CYP2C19 activators, primary screen, biochemical, luminescence. 96,000 tested, under 10 active. activation factor at 5 µM. Cytochrome P450 2C19 (Homo sapiens), P33261. AID 1025, 2008. recombinant CYP2C19, luciferin-H EGE luminescence; hits give high values; 0 = fully inhibited enzyme, 1 = untreated enzyme;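 active means activation factor of at least 2 at 5 µM in the primary screen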;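 further: 0 = wells with 2.5 mM tranylcypromine and 1 = vehicle-only wells; values of inactives mirror those of a sister screen read the other way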
Target sequence (P33261 whole entry, looked up): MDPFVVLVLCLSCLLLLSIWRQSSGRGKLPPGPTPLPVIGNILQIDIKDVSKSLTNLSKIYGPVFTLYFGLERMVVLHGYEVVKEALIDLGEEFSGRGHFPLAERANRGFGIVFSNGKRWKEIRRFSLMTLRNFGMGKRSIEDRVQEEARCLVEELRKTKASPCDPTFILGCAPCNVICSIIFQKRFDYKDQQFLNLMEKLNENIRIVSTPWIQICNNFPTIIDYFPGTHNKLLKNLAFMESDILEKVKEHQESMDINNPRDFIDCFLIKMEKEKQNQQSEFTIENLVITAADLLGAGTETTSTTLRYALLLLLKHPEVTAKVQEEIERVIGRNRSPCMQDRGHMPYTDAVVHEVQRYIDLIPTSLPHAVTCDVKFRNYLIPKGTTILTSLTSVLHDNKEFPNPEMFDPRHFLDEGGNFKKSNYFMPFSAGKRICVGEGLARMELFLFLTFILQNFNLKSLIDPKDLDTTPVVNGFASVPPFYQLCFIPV
Candida biofilm – clotrimazole potentiators killing Candida biofilms, primary screen, with clotrimazole, Alamar Blue | inhibition, % at 6 µM | 0.14% of 85,000 active | C. albicans biofilm + clotrimazole;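 active means inhibition above 20%; inactive means inhibition below 20%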;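 further: preformed 24 hr biofilms exposed to compound for 48 hr; 0% = biofilm without compound and 100% = blank killed by clotrimazole plus chlorhexidine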
CYP2C9 inh – blockers of cytochrome P450 2C9 activity – biochemical, luminescence, ADME assay, primary screen | 20% of 96,000 active | AID 777, 2007 | P11712 | CYP2C9 Supersomes, luciferin-H conversion | inhibition, % at 5 µM;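 active means blocking of liver enzyme CYP2C9 beyond about 50% at 5 µM, limit read from the data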; further: values of inactives mirror those of a sister screen read the other way
Target sequence (P11712 whole entry, looked up): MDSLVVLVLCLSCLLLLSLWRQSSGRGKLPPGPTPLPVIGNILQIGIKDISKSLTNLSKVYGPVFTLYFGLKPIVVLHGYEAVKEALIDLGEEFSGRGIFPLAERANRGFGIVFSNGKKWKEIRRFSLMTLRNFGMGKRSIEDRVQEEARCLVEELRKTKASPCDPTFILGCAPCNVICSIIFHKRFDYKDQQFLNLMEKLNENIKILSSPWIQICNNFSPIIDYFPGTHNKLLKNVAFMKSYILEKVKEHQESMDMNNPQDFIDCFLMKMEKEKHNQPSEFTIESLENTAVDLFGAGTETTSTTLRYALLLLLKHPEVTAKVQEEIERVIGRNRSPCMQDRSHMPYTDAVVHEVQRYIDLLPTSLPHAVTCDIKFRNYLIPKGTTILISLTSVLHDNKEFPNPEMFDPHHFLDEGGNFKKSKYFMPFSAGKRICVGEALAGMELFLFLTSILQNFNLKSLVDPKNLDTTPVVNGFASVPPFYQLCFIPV
HUVEC tox IL1B – cytotoxicity in IL-1B stimulated HUVEC, primary screen, cytotoxicity control for IL-1B NFkB translocation project, imaging, Hoechst nuclear count, IL-1B stimulus; AID 845, 2007; 0.41% of 94,000 active; cell count reduction, % at 2 µM; HUVEC cell count loss;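 active means cell count reduction more than 3 SD above the screen-wide mean, cut at about 70% in these data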;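 further: normalized per plate to untreated control cells as the no-loss baseline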
CYP2C19 inh – blockers of cytochrome P450 2C19 activity – biochemical, luminescence, ADME assay, primary screen. CYP2C19 Supersomes, luciferin-H EGE luminescence, 30 min. inhibition, % at 5 µM. 21% of 96,000 active;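 active means CYP2C19 inhibition above a set limit at 5 µM in the primary screen, cut at about 50% in these data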;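 further: plate controls were negative control wells for no effect and 2.5 mM tranylcypromine positive control for full effect; values of inactives mirror those of a sister screen read the other way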
hDAT+cocaine – changed hDAT dopamine uptake under cocaine IC80, either direction, primary screen, cocaine antagonist project, cell-based, LLC-PK1 hDAT, [14C]-dopamine uptake, MLSMR; Sodium-dependent dopamine transporter (Homo sapiens), Q01959; LLC-PK1 hDAT cells, [14C]-dopamine uptake with cocaine IC80; actives deviate in either direction; B-score at 10 µM; 1.3% of 110,000 active; AID 449768, 2010;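 active means Z score or B-score, a plate-position-corrected score, falls beyond the plate's 99.7% confidence bounds, in either direction; inactive means both scores lie inside the 99.7% bounds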;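 further: scored against the spread of the other compound wells on the same plate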
CYP2C9 act – human CYP2C9 activators, primary screen, biochemical, luminescence | 1.4% of 96,000 active | activation factor at 5 µM | recombinant CYP2C9, luciferin-H conversion; hits give high values; factor 1 = untreated enzyme, 0 = blocked | Cytochrome P450 2C9 (Homo sapiens), P11712;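 active means activation factor of 2 or more for CYP2C9 at a 5 µM dose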;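 further: 0 = sulfaphenazole-blocked wells and 1 = vehicle-only wells; values of inactives mirror those of a sister screen read the other way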
VCAM1 TNFa inh – inhibitors of TNFa-induced VCAM1 expression, primary screen, imaging, HUVEC, TNFa stimulus, immunofluorescence. HUVEC TNFa-induced VCAM-1 immunofluorescence, high-content imaging. inhibition, % at 2 µM. 0.48% of 95,000 active;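 active means inhibition above the batch mean plus 3 SD, with images confirmed as a hit by eye, cut at about 37% in these data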;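 further: 0% = TNF-stimulated DMSO wells and 100% = unstimulated control wells; not every result past the cut was called active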
TNFa cytotox – cytotoxicity in TNFa-stimulated HUVEC, primary screen, cytotoxicity control for VCAM1 expression modulator project, imaging, Hoechst nuclei count. HUVEC TNFalpha-stimulated, Hoechst cell count. cell count reduction, % at 2 µM. 0.17% of 93,000 active;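 active means cell count reduction exceeding the screen mean by over 5 SD, scaled to untreated wells per plate, cut at about 78% in these data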;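 further: cells counted after 24 h of TNF alpha exposure following the 1 h pretreatment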
An asterisk follows results filed as active; . = not tested or not shown. The order is random. About 29% of those tested had a hit in this group.

Values in the order: CYP2C19 inh	TNFa cytotox	Candida biofilm	VCAM1 TNFa inh	CYP2C9 act	CYP2C9 inh	CYP2C19 act	HUVEC tox IL1B	hDAT+cocaine
1	O=C(CSc1nc2ccccc2o1)NCc1ccc2c(c1)OCO2
 : 100*	11	.	6	0.1	95*	0	-10	0.6
2	CSc1nc2ccc(Nc3nc(N4CCOCC4)nc(N4CCOCC4)n3)cc2s1
 : 49	-30	4	16	0.8	15	0.5	-10	0.15
3	CCOC(=O)c1c(C)oc2c1c(C(c1cccnc1)N1CCN(C)CC1)c(O)c1ccccc12 (stereo unspecified)
 : 63*	.	7	.	0.8	16	0.4	.	.
4	Cn1c(SCC(=O)C(C)(C)C)nnc1-c1ccccn1
 : 34	-19	3	13	1	-1	0.7	-10	0.22
5	CCSc1nnc(NC(=O)c2ccc3c(c2)OCO3)s1
 : 19	2	1	3	0.8	19	0.8	-36	-0.016
6	Cc1cccc(Nc2nc(NCc3ccco3)nc(N3CCOCC3)n2)c1
 : 82*	12	.	22	0.1	92*	0.2	-4	1.4
7	CCCCN1C2=C(C(=O)CC(C)(C)C2)C(c2ccccc2)C2=C1c1ccccc1C2=O (stereo unspecified)
 : -2	1	5	26	0.9	8	1	1	0.082
8	Fc1cccc2sc(Nc3nnc(-c4ccco4)o3)nc12
 : -10	-9	1	21	0.5	47	1.1	-10	-0.0094
9	O=C(NC1CCCCCC1)c1nc2ncccn2n1
 : 1	.	6	.	1	3	1	4	.
10	Cc1ccc(C)c2[nH]c(=O)c(C(c3nnnn3Cc3ccco3)N3CCc4ccccc4C3)cc12 (stereo unspecified)
 : 95*	-18	10	11	0.2	81*	0	-21	0.12
11	CCCC(=O)N(c1ccc2oc(=O)sc2c1)S(=O)(=O)c1cccs1
 : 99*	11	-1	37	0.3	71*	0	-17	1.1
12	O=C(Nn1cnnc1)c1ccncc1
 : 0	-16	3	-16	0.9	9	1	-44	-0.016
13	CCN1CCN(Cc2cccc(Oc3ccccc3)c2)CC1
 : 31	30	-3	0	1	-3	0.7	7	-0.017
14	CC(C)(C)NCC1(CO)SC(N)=NC1=O (stereo unspecified)
 : -10	-26	4	-3	1.2	-18	1.1	-35	-1.4
15	Cc1ccnc2nc(C(=O)Nc3ccc4c(c3)OCO4)nn12
 : 75*	-10	.	1	0.6	44	0.2	8	0.52

Results in CYP2C19 inh and VCAM1 TNFa inh, for some of the entries so far:
entry | smiles | CYP2C19 inh | VCAM1 TNFa inh
11 | CCCC(=O)N(c1ccc2oc(=O)sc2c1)S(=O)(=O)c1cccs1 | 99* | 37
12 | O=C(Nn1cnnc1)c1ccncc1 | 0 | -16

Later entries
Values in the order: CYP2C19 inh	TNFa cytotox	Candida biofilm	VCAM1 TNFa inh	CYP2C9 act	CYP2C9 inh	CYP2C19 act	HUVEC tox IL1B	hDAT+cocaine
16	CC1CCc2nc(NC(=O)CN3CCOCC3)sc2C1 (stereo unspecified)
 : -22	-11	5	4	1.1	-6	1.2	4	0.062
17	CNc1cc(CSC)nc(SCc2ccc(Cl)c(Cl)c2)n1
 : 25	-1	.	5	0.6	41	0.7	-5	0.76
18	CC(=O)n1cc(-c2ccncc2)c2ccccc21
 : 80*	.	-4	.	0.2	79*	0.2	.	-1.8
19	CC(C)NCC(O)COc1c(F)cc(Br)cc1F (stereo unspecified)
 : -14	-33	5	4	1	-2	1.1	18	-0.73
20	Cc1cccc(N2CCN(C(=O)C3CCCCC3)CC2)c1C
 : 7	-17	3	3	1.7	-71	0.9	-41	0.22
21	COc1ccc(CCNC(=O)c2nonc2N)cc1
 : .	.	4	-5	.	.	.	-35	-0.27
22	CCCCC(=O)N(c1ccc(OC)cc1)C1C=CS(=O)(=O)C1 (stereo unspecified)
 : 20	-11	.	5	0.7	26	0.8	10	0.99
23	CN1C(=O)N(CN2CCCCC2)C2C1N(C)C(=O)N2CN1CCCCC1 (stereo unspecified)
 : -15	-3	2	2	1.2	-19	1.1	1	-0.16
24	Cc1ccc(S(=O)(=O)N2CCC(O)(c3cccnc3)CC2)cc1
 : 54*	-8	8	0	2.1*	-114	0.5	-47	0.34
25	CCN1C(=O)/C(=C2/C=CC=CN2C)OC1=S
 : 24	-18	3	8	0.8	15	0.8	-20	-0.19
26	O=S(=O)(c1ccc2oc3ccccc3c2c1)N1CCOCC1
 : -24	-9	4	-2	1.1	-10	1.2	-8	0.02
27	N#CC1=C(N)Oc2c(oc(CO)cc2=O)C1c1ccsc1 (stereo unspecified)
 : -9	-27	-3	-4	1	4	1.1	4	-0.0024
28	O=C(c1cccc(C(=O)N2CCN(Cc3ccccc3)CC2)c1)N1CCN(Cc2ccccc2)CC1
 : 97*	.	5	.	0.2	82*	0	.	1.4
29	O=C(CSc1nc2ccccc2c(=O)n1-c1cccc(C(F)(F)F)c1)NC1CC1
 : 51*	-18	3	3	0.7	32	0.5	2	0.44
30	Cn1cnnc1SCC(=O)Nc1ccc(S(=O)(=O)N2CCCC2)cc1
 : -8	-14	.	20	0.9	12	1.1	28	-0.4

Additional results follow:
Values in the order: CYP2C19 inh	TNFa cytotox	Candida biofilm	VCAM1 TNFa inh	CYP2C9 act	CYP2C9 inh	CYP2C19 act	HUVEC tox IL1B	hDAT+cocaine
31	O=C(N/N=C/C=C/c1ccccc1)C1CC1(c1ccccc1)c1ccccc1 (stereo unspecified)
 : -19	3	5	14	0	100*	1.2	5	0.25
32	O=C(NCCCO)c1nc2ccccc2s1
 : 1	-8	4	14	1	5	1	10	0.0069
33	N#C/C(=C/c1ccc(N2CCOCC2)c([N+](=O)[O-])c1)C(N)=O
 : 18	8	3	16	0.8	21	0.8	27	-0.36
34	CC(C)N(CCn1c(=S)[nH]c2ccccc2c1=O)C(C)C
 : -3	4	.	-15	1	3	1	8	-0.63
35	COc1ccc(C)cc1NC(=O)CSc1nnc(CC(=O)Nc2ccccc2C)n1C
 : 66*	-9	-5	0	1.6	-58	0.3	-6	0.049
36	O=C(Cc1ccccc1)Nc1nc2ccccc2s1
 : .	.	-1	1	.	.	.	20	-0.35
37	O=C1C2CC=CCC2C(=O)N1c1ncn[nH]1 (stereo unspecified)
 : -1	-4	6	-10	1	1	1	-15	0.25
38	COc1ccc(-c2nnc(SCC(=O)Nc3ccc(C)cc3)n2C)cc1
 : 29	-13	12	1	0.6	40	0.7	8	0.85
39	COc1cc(-c2nnc(SCC(=O)Nc3cc(C)on3)n2C)cc(OC)c1O
 : 5	-26	7	-7	1	-2	1	-9	-0.24
40	Cn1nc(-c2ccccc2)c(C(=O)Nc2ccc(C(F)(F)F)cc2)c1Cl
 : 30	-7	.	17	1	2	0.7	13	0.43
41	COCCCN1C(=O)C(=O)/C(=C(/O)c2ccc(OC(C)C)cc2)C1c1cccnc1 (stereo unspecified)
 : -16	-7	0	16	1.1	-9	1.2	-1	-0.13
42	COc1ccc(C(CNC(=O)COc2ccccc2OC)N(C)C)cc1OC (stereo unspecified)
 : -11	-21	7	-11	1.1	-11	1.1	-6	-0.98
43	CC(Cl)C(=O)c1c(N)n(C)c(=O)n(C)c1=O (stereo unspecified)
 : 8	16	.	17	0.6	40	0.9	4	0.93
44	COc1ccccc1CNCc1cc(OC)c(OC)cc1OC
 : 18	.	1	.	1	2	0.8	.	0.87
45	CSc1ccc(-c2nnn(CC(=O)NCc3ccccc3)n2)cc1
 : 34	-6	6	4	0.7	33	0.7	31	-0.076

(listing goes on)
Values in the order: CYP2C19 inh	TNFa cytotox	Candida biofilm	VCAM1 TNFa inh	CYP2C9 act	CYP2C9 inh	CYP2C19 act	HUVEC tox IL1B	hDAT+cocaine
46	Cn1cccc1Cc1nnc(SCC(=O)N2CCc3ccccc32)n1-c1ccc(F)cc1
 : 1	.	12	.	0.7	27	1	.	-1.1
47	CC1CCN(c2ccc(C(=O)O)cc2)CC1
 : 2	3	-2	-4	1	2	1	-6	0.68
48	Cc1cc(C)cc(N2CCCn3c2nc2c3c(=O)n(CC(=O)OCc3ccccc3)c(=O)n2C)c1
 : 16	-60	11	-7	1	2	0.8	15	0.17
49	O=C(O)c1ccoc1CN1CCCCC1
 : .	0	5	8	.	.	.	13	-0.55
50	CC1=NN(C(=O)c2csc(C)c2)C(O)(C(F)(F)F)C1 (stereo unspecified)
 : 44	-32	.	5	0.8	20	0.6	19	0.062
51	Cc1cccc(NC(=O)CSc2nnc(-c3cnccn3)n2Cc2ccco2)c1
 : 5	-26	11	12	0.5	49	0.9	-19	-0.63
52	Cc1nn(-c2ccccc2)c(Cl)c1C1C(C#N)=C(N)OC2=C1C(=O)CC(C)(C)C2 (stereo unspecified)
 : 39	-8	4	27	0.3	69*	0.6	-36	1
53	O=C1C=C(NCc2ccccc2)C2(CCCCC2)O1
 : 70*	-22	3	5	0.9	12	0.3	-2	-0.43
54	Cc1ccc(Cl)cc1NC(=O)c1ccc(CSc2nnnn2C)cc1
 : 1	0	.	-9	1.2	-24	1	7	1.3
55	Cn1c(CN2CCOCC2)nnc1SCC(=O)Nc1nccs1
 : -2	-32	1	8	1	0	1	-2	-1.7
56	Cc1ccc(-c2nnn(CC(=O)NCCc3ccc4c(c3)OCO4)n2)o1
 : 60*	-46	1	1	0.1	89*	0.4	-2	0.014
57	COc1ccc(-c2nc(CS(=O)CC(=O)NCc3cccnc3)c(C)o2)cc1OC (stereo unspecified)
 : 24	.	8	.	0.5	47	0.8	.	-0.52
58	Cn1c(=O)c2c(-c3ccccc3)n(Cc3ccccn3)cc2n(C)c1=O
 : -7	9	3	-21	1.1	-13	1.1	-7	0.073
59	O=C(COC(=O)Cn1[nH]c(=O)c2ccccc2c1=O)Nc1ccc2c(c1)OCO2
 : -17	.	9	.	1	-1	1.2	.	1.3
60	O=c1c2ccccc2nc2n1CCCCC2
 : -3	-35	8	-2	1	3	1	-2	-0.71
61	COc1cccc(-n2nnnc2SCC(=O)Nc2cccc(C)n2)c1
 : 25	-27	3	-2	1.6	-64	0.7	-16	1.3
62	COc1ccc(/C=N/NC(=O)c2ccc(Cn3cc([N+](=O)[O-])cn3)o2)cc1O
 : 11	1	.	3	0.9	7	0.9	1	0.1
